Cdc42 wt: human Cdc42 wildtype GTP binding change, either direction; P60953; GST-Cdc42 beads, Bodipy-GTP binding, flow cytometry; actives lie on both sides; percent activity (GTP binding), % at 10 µM; actives 0.2% (n = 190,000);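 active = percent activity GTP binding at least 20 points away from the 100% baseline, either down as inhibitor or up as activator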;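 also: median bead fluorescence of bound Bodipy-FL-GTP at 100 nM; 0% = excess unlabeled GTP control and 100% = no compound control; below 100% means less GTP binding so inhibitor and above means activator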
Mcl1-Bid inh: disrupts binding of human Mcl-1 to Bid peptide; TR-FRET Mcl-1/Bid-Dy647 peptide binding, 1536-well; actives 0.97% (n = 220,000); Q07820; inhibition, % at 21.7 µM; AID 1021;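 active = compounds that cut the binding signal by more than half at the single screening dose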;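 also: His-tagged Mcl-1 with europium anti-His antibody binding Bid BH3 peptide; 0% = Mcl-1 plus peptide wells and 100% = peptide-only wells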
Target sequence (Q07820 whole entry, looked up): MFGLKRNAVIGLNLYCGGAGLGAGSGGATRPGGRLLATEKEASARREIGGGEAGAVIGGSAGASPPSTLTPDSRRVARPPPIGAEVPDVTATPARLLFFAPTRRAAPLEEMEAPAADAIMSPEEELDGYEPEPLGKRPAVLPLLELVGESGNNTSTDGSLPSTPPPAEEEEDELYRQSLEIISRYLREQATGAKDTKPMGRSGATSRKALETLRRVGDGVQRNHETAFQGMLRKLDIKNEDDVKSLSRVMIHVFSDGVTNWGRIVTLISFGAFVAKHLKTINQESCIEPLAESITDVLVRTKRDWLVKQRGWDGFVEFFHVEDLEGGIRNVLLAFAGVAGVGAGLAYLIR
Pf gamet viab: P. falciparum stage V gametocyte viability inhibition; actives 0.065% (n = 150,000); inhibition, % at 10.9 µM; AID 743093; P. falciparum stage V gametocytes, ATP luminescence, 24 h;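 active = inhibition above the mean plus 3 SD of compounds within the control limits, set per campaign, cut at about 38% in these data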;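 also: 0% = DMSO wells and 100% = medium only without gametocytes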
Avidin fluor: avidin bead compound fluorescence profile; AID 1775; fluorescence (KMESF) at 10 µM; actives 0.38% (n = 220,000); Avidin beads, compound fluorescence 488/530 nm, flow cytometry; active compounds read high; in the data active = fluorescence above about 47; also: inactives centre near 10
Rab2A wt mod: changes GTP binding to wildtype dog Rab2A, up or down; GST-Rab2 wt beads, Bodipy-GTP binding, flow cytometry; GTP binding activity, % at 10 µM; actives 0.19% (n = 190,000);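 active = GTP binding activity at least 20 points away from 100%, either lowered or raised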;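 also: 0% = beads with excess unlabeled GTP and 100% = no-compound control corrected for plate trend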
Mcl1 Noxa PPI: Mcl-1/Noxa interaction inhibition; Q07820; TR-FRET Mcl-1/Noxa peptide binding, 2 h; inhibition, % at 21.7 µM; actives 1.5% (n = 220,000);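 active = compounds that cut the protein-peptide binding signal by more than 50% relative to plate controls in a single-dose test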;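 also: His-tagged Mcl-1 with rhodamine Noxa BH3 peptide and terbium anti-His antibody; 0% = Mcl-1 plus Noxa peptide wells and 100% = peptide-only wells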
GSH bead fluor: GSH bead compound fluorescence profile. GSH beads flow cytometry, compound fluorescence 488/530 nm; active compounds read high. fluorescence (KMESF) at 10 µM. actives 0.25% (n = 190,000). AID 1776; in the data active = fluorescence above about 89;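 also: glutathione beads carrying GST-tagged Bcl family fusion proteins plus one bare bead set; values are compound well signal with DMSO vehicle wells as background; inactives centre near 16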
Rab7 wt GTP bind: alters GTP binding to wildtype dog Rab7 | GST-Rab7 beads, fluorescent GTP binding, flow cytometry; actives lie on both sides; untreated = 100%, excess cold GTP = 0% | GTP binding activity (percent of control), % at 10 µM | actives 0.055% (n = 190,000) | AID 758;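 active = fluorescent GTP binding to Rab7 beads changed by at least 20 points from the 100% baseline, either direction, mostly lower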;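 also: median green fluorescence of bound Bodipy-FL-GTP per Rab7 bead population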
Rac1 act GTP bind: alters GTP binding to activated mutant human Rac1 | GST-Rac1 activated beads, fluorescent GTP binding, flow cytometry; actives lie on both sides; 100% means binding = to untreated wells | percent activity (GTP binding), % at 10 µM | actives 0.11% (n = 190,000) | P63000 | AID 764;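 active = GTP binding at least 20 percentage points away from the 100% baseline, in either direction, so actives lie on both sides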
HRas wt GTP: modulators of GTP binding to human HRas wildtype | P01112 | GST-Ras wt beads, Bodipy-FL-GTP binding, flow cytometry; actives lie on both sides | GTP binding activity, % at 10 µM | actives 0.14% (n = 190,000) | AID 759;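 active = GTP binding activity at least 20% away from the 100% baseline, either lowered as inhibitor or raised as activator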;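 also: 0% = unlabeled GTP competition control and 100% = no-compound control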
Target sequence (P01112 whole entry, looked up): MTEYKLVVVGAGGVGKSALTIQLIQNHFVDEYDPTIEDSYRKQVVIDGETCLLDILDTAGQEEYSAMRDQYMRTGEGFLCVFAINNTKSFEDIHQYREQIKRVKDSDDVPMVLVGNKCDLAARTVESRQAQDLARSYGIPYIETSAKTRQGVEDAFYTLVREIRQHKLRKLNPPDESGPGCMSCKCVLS
Rac1 wt GTP bind: alters GTP binding to wildtype human Rac1; actives 0.27% (n = 190,000); GST-Rac1 beads, fluorescent GTP binding, flow cytometry; actives lie on both sides; 0 = cold GTP competed, 100 = untreated; GTP binding activity (% of control), % at 10 µM; P63000;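 active = GTP binding activity at least 20 points away from the 100% control level, either lower or higher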
An asterisk follows results filed as active; · = not tested or not shown; & = joins results of further samples. Compounds as they come (roughly 3% active in at least one column).

No.	mol	Rab2A wt mod	Mcl1-Bid inh	HRas wt GTP	Mcl1 Noxa PPI	Pf gamet viab	Avidin fluor
1	COc1ccc(C(=O)NCc2cc(C)nc3ccccc23)cc1	95	-22	95	-5	11	21
2	COc1ccc(NCc2nn(CC(=O)c3ccc(Br)cc3)c3[n+]2CCCCC3)cc1	96	-31	96	30	-4	13
3	CCOC(=O)c1cc2occc2n1CC(=O)Nc1ccc(OC)cc1OC	103	-38	102	1	·	29
4	CN1C(=O)SC(Nc2ccccc2)C1=O (centres undefined)	101	-14	103	-1	·	12
5	COCCCN1C(=O)C(O)=C(C(C)=O)C1c1cccc(F)c1 (centres undefined)	98	-81	102	10	17	11
6	COc1ccc(NC(=O)N(C2CCCCC2)C2CCN(C(C)C)CC2)c(OC)c1	98	-14	100	17	·	8
7	Cc1cc(C)cc(Cn2ncc(Cl)c(Cl)c2=O)c1	102	-19	99	15	-8	11
8	CCCCOc1ccc(S(=O)(=O)NNC(=O)C2Cc3c(ccc4ccccc34)O2)cc1 (centres undefined)	91	32	93	16	·	19
9	COc1cccc(/C=N/Nc2snc(SC)c2C#N)c1	96	-15	94	14	·	16
10	CN(C)C(=O)c1ccc(-c2nnc(NCc3ccccc3)c3ccccc23)cc1	101	-51	99	-7	·	7
11	CCOC(=O)N1CCC(n2c(SCC(=O)Nc3ccccc3OC)nc3ccccc3c2=O)CC1	99	-14	97	7	12	15
12	Fc1ccccc1OCCSc1nc2ccccc2o1	98	-18	98	60*	7	9
13	CC1CC(C)CN(CC(=O)N2CCOCC2)C1 (centres undefined)	99	10	100	25	26	14
14	CCC1Oc2ccccc2N(CC(=O)Nc2ccc3c(c2)OCCO3)C1=O (centres undefined)	97	-6	98	5	7	35
15	O=C(CCSCc1ccccc1Cl)NC1CCCC1	100	-2	100	11	·	10

No.	Cdc42 wt	GSH bead fluor	Rac1 act GTP bind	Rab7 wt GTP bind	Rac1 wt GTP bind
1	92	12	93	102	95
2	96	73	98	99	99
3	102	23	101	97	103
4	102	25	99	98	106
5	102	12	101	96	100
6	100	12	100	97	104
7	100	14	99	101	101
8	92	31	89	90	87
9	98	23	98	95	98
10	103	18	100	102	103
11	97	35	96	97	101
12	100	29	96	97	100
13	99	24	95	106	103
14	102	19	96	96	99
15	105	16	99	99	105

Ordered by value in Mcl1 Noxa PPI (smallest number first): some entries from above.
| No. | SMILES | Rab2A wt mod | Mcl1-Bid inh | HRas wt GTP | Mcl1 Noxa PPI | Avidin fluor | Cdc42 wt | GSH bead fluor | Rac1 act GTP bind | Rab7 wt GTP bind | Rac1 wt GTP bind |
| --- | --- | --- | --- | --- | --- | --- | --- | --- | --- | --- | --- |
| 11 | CCOC(=O)N1CCC(n2c(SCC(=O)Nc3ccccc3OC)nc3ccccc3c2=O)CC1 | 99 | -14 | 97 | 7 | 15 | 97 | 35 | 96 | 97 | 101 |
| 5 | COCCCN1C(=O)C(O)=C(C(C)=O)C1c1cccc(F)c1 (centres undefined) | 98 | -81 | 102 | 10 | 11 | 102 | 12 | 101 | 96 | 100 |
| 15 | O=C(CCSCc1ccccc1Cl)NC1CCCC1 | 100 | -2 | 100 | 11 | 10 | 105 | 16 | 99 | 99 | 105 |
| 13 | CC1CC(C)CN(CC(=O)N2CCOCC2)C1 (centres undefined) | 99 | 10 | 100 | 25 | 14 | 99 | 24 | 95 | 106 | 103 |
| 12 | Fc1ccccc1OCCSc1nc2ccccc2o1 | 98 | -18 | 98 | 60* | 9 | 100 | 29 | 96 | 97 | 100 |

(list continues)
No.	mol	Rab2A wt mod	Mcl1-Bid inh	HRas wt GTP	Mcl1 Noxa PPI	Pf gamet viab	Avidin fluor
16	CCOC(=O)c1c(C)n(-c2ccccc2)c2ccc(O)cc12	98	-21	99	2	·	21
17	Cc1c(C(=O)OCc2nc3scc(-c4ccccc4)c3c(=O)[nH]2)cccc1[N+](=O)[O-]	97	-21	96	-4	-2	6
18	Cn1c(N)c(N2CCN(c3ccccc3)CC2)c(=O)[nH]c1=O	96	-36	97	-3	·	9
19	O=C(CCCN1C(=O)c2ccccc2C1=O)NCc1cccnc1	104	-20	103	7	15	17
20	Cc1ccc(SCCC(=O)OCn2nnc3ccccc3c2=O)cc1	90	-9	91	-2	-16	23
21	Nc1ccc(S(=O)(=O)O)cn1	96	-9&-6&-2	96	-4&0&18	9&26&-10	6&6&28
22	COc1ccc2c(c1)CCc1c(C(=O)NCc3cccnc3)noc1-2	100	-3	100	-7	·	11

No.	Cdc42 wt	GSH bead fluor	Rac1 act GTP bind	Rab7 wt GTP bind	Rac1 wt GTP bind
16	99	11	96	103	98
17	97	13	94	96	100
18	94	15	93	105	98
19	104	23	98	104	103
20	90	12	92	93	88
21	94	11	95	101	96
22	98	17	97	99	98

Reprinted at random: two records from the list.
No.	mol	Rab2A wt mod	Mcl1-Bid inh	HRas wt GTP	Mcl1 Noxa PPI	Pf gamet viab	Avidin fluor
18	Cn1c(N)c(N2CCN(c3ccccc3)CC2)c(=O)[nH]c1=O	96	-36	97	-3	·	9
17	Cc1c(C(=O)OCc2nc3scc(-c4ccccc4)c3c(=O)[nH]2)cccc1[N+](=O)[O-]	97	-21	96	-4	-2	6

No.	Cdc42 wt	GSH bead fluor	Rac1 act GTP bind	Rab7 wt GTP bind	Rac1 wt GTP bind
18	94	15	93	105	98
17	97	13	94	96	100

Compound activity: PubChem BioAssay, several laboratories
